UDG counter: counter-screen for AID inhibitors: uracil-DNA glycosylase inhibition; FRET deamination/UDG coupled assay, UDG read, 4 h; Potency, µM (series often up to 115 µM), inactives show at the highest dose activity change, negative = inhibition, usual class: inhibitors; 91,000 tested, 0.14% active; further: nearly all actives have a fitted effect of over 65% in size
AID inh: blocks human AID cytidine deaminase activity. Potency, µM (doses to about 115 µM), for inactives: at the top dose activity change, negative = inhibition, actives largely listed as inhibitors. AID 1347428. 91,000 tested, 0.32% active. AID deamination FRET fluorescence, UDG-coupled, 4 h; further: nearly all actives have a fitted effect of over 25% in size
Target sequence (Q9GZX7 whole entry, looked up): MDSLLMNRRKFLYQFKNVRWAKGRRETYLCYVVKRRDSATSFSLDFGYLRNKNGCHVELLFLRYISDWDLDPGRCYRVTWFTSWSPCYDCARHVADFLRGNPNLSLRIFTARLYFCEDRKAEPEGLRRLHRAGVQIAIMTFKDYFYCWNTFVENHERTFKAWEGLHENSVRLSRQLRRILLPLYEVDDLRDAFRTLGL
An asterisk follows results filed as active; ? = inconclusive; [ ] = remark or other dose. The call rests on the fitted dose curve; in most records, active means well fitted curve in the direction sought with a large enough effect; inconclusive means small, poorly fitted or top-dose-only effect, or another doubt; inactive means no such curve, though single readings can be large; an effect the other way counts as inactive or inconclusive. On the % scale 0 is the no-effect control and ±100 the full control effect; potency means the concentration at half of the fitted maximal effect.

No.	smiles	UDG counter	AID inh
1	CCCOc1ccc(C(=O)Nc2ccc(-c3cc4ccccc4oc3=O)c(C)c2)cc1	3%[57.5 µM]	-6%[57.5 µM]
2	COc1cccc(-c2nc(C(N)=O)c3c(n2)n(-c2ccc4c(c2)OCO4)c(=O)n3C)c1OC	10%	32%[activator]
3	Cc1ccccc1NC(=O)CSCn1nnc2c(=O)[nH]c(Cc3ccc(F)cc3)nc21	0%	26%
4	O=C(Nc1ccc(Cc2ccncc2)cc1)C12CC3CC(CC(Br)(C3)C1)C2	-9%	-17%
5	O=C(Nc1cccc(C(=O)OCc2cc(=O)n3nc(C4CC4)sc3n2)c1)c1cccc(F)c1	5%	9%
6	Cc1c(C)n(Cc2ccccc2)c2ccc(C(=O)NCCc3ccccc3Cl)cc12	12%	4%
7	O=C(Oc1ccc2c(-c3cc4ccccc4oc3=O)cc(=O)oc2c1)C1CC1	1%	1%
8	O=C(OCc1c(F)cccc1Cl)c1ccccc1Nc1ccccc1	-1%	1%
9	CC(=O)OCc1ccc(C(=O)NC(C)C(N)=O)cc1 (stereo not drawn)	-11%	-3%
10	Cc1cccc(NC(=S)NNC(=O)c2cccc(C)c2)c1	3%	-3%
11	CCOC(=O)c1ccc(NC(=O)CC2C(=O)N(c3ccc(F)cc3)C(=O)N2Cc2cccnc2)cc1 (stereo not drawn)	1%[57.5 µM]	1%
12	Nc1nnnn1NCc1cc(Cl)ccc1OCc1ccccc1Cl	3%	-5%
13	CCCNC(=O)c1cnn2c(C)c(Cc3c(C)cc(C)cc3C)c(C)nc12	-10%	40µM*
14	CCC1CCCCN1C(=O)Cn1c(=O)n(-c2ccccc2)c(=O)c2sccc21 (stereo not drawn)	-2%	0%
15	CC1CCN(CCNC(=O)C2CCN(CC(F)(F)F)CC2)CC1	-5%	4%
16	CCOC(=O)c1c(C)c(-c2ccccc2)n(CC(=O)Nc2ccc(OCC)cc2)c1C	-9%	5%
17	COc1ccccc1Oc1c(C)oc2cc(O)ccc2c1=O	10%	5%
18	COc1ccc(N2C(=O)CCS2(=O)=O)cc1S(=O)(=O)N1CCC(C)CC1	3%	-23%
19	c1ccc(Cn2c(CN3CCOCC3)nc3ccccc32)cc1	-11%	-8%
20	CC(=O)N(Cc1cc2cc(C)ccc2[nH]c1=O)C(C)C	8%	2%
21	Cc1nn(C)c(I)c1I	-8%	-3%
22	CC1CCCCN1C(=O)COC(=O)c1cnc2ccccc2n1 (stereo not drawn)	-4%	29%
23	CCCCCn1c(-c2ccc(OC)c(OC)c2)nc2ccccc21	?	?
24	CCOC(=O)c1[nH]c2ccccc2c1NC(=O)c1ccc(OC)c(OC)c1	-10%	2%
25	CCOC(=O)c1oc2ccccc2c1COC(=O)C1COc2ccccc2O1 (stereo not drawn)	1%	-3%
26	Cc1ccc(NC(=O)CCNS(=O)(=O)c2cccs2)cc1F	-6%	0%
27	CCC(=O)N1CCc2cc(CNC(=O)c3cccc(N(C)C)c3)ccc21	0%	15%
28	CCOCCCNC(=O)c1cc2cc(S(=O)(=O)N(C)C)ccc2n1C	-2%	-8%
29	Cc1nc(SCC(=O)Nc2ccc(S(=O)(=O)N3CCOCC3)cc2)n(C2CCCCC2)c1C	8%	-7%
30	CCc1cccc(-n2cc(C(=O)N3CCC(NC(=O)OC(C)(C)C)CC3)nn2)c1	-6%	4%
31	CS(=O)(=O)N1CCC(C(=O)Nc2ccc(Oc3ccccc3)cc2)CC1	6%	4%
32	COCCn1cnnc1SC(C)C(=O)c1ccc(Cl)cc1 (stereo not drawn)	0%	12%
33	CC(C)NC(NC(=O)c1ccc(C(C)(C)C)cc1)C(Cl)(Cl)Cl (stereo not drawn)	3%	-6%
34	O=C(O)c1ccc(CNCCCN2CCOCC2)cc1	-9%	-7%
35	CCN(CC)S(=O)(=O)c1nnc(NC(=O)COc2ccc(C)cc2)s1	-9%	?
36	O=c1cc(-c2ccccc2)sc2nnc(-c3ccccc3F)n12	0%	-3%
37	O=C(O)CCCN1CCCC1	-11%	-3%
38	CC(=O)c1sc(Nc2ccc(C#N)cc2)nc1C	-6%	0%
39	Cc1nn(Cc2ccccc2)c(C)c1CNS(=O)(=O)c1ccc(F)cc1	-5%	-5%
40	CCOc1ccccc1NC(=O)c1nnn(CC(=O)Nc2ccc(OC)c(OC)c2)c1N	-1%	-13%
41	O=C(CCc1ncc(-c2ccccc2F)o1)Nc1ccccc1Oc1ccccc1	-4%	-8%
42	Cc1ccc(N=C2C=CC(C)(C(Cl)(Cl)Cl)C=C2)cc1C (stereo not drawn)	-1%	-14%
43	CCOC(=O)c1csc(C)c1-c1ccccc1	-12%	-5%
44	CC(C)NC(=O)c1nccnc1C(=O)O	-10%	-8%
45	COc1ccc(C2CC(=O)Nc3c2c(=O)[nH]c2ncnn32)cc1OC (stereo not drawn)	-8%	-3%
46	COc1cc(NC(=O)c2nc3ccccc3nc2N2CCCCC2)cc(OC)c1OC	-1%	-6%
47	CCOC(=O)C1CCCN(C(=O)c2ccc3c(c2)N(Cc2cccc(Cl)c2)C(=O)c2ccccc2S3(=O)=O)C1 (stereo not drawn)	3%[57.5 µM]	-4%
48	O=C(C1CCCCC1)N(Cc1cccs1)C1CC1	-15%	-15%
49	Cc1ccc(NC(=O)/C(C#N)=C\c2ccc(OC(F)F)cc2)c(C)c1	3%	7%
50	Cc1ccc(C)c(CN2CCCN(Cc3ccc(F)cc3)S2(=O)=O)c1	52%[activator]	-23%

22 consecutive records out of the list so far, for reference:
No.	smiles	UDG counter	AID inh
27	CCC(=O)N1CCc2cc(CNC(=O)c3cccc(N(C)C)c3)ccc21	0%	15%
28	CCOCCCNC(=O)c1cc2cc(S(=O)(=O)N(C)C)ccc2n1C	-2%	-8%
29	Cc1nc(SCC(=O)Nc2ccc(S(=O)(=O)N3CCOCC3)cc2)n(C2CCCCC2)c1C	8%	-7%
30	CCc1cccc(-n2cc(C(=O)N3CCC(NC(=O)OC(C)(C)C)CC3)nn2)c1	-6%	4%
31	CS(=O)(=O)N1CCC(C(=O)Nc2ccc(Oc3ccccc3)cc2)CC1	6%	4%
32	COCCn1cnnc1SC(C)C(=O)c1ccc(Cl)cc1 (stereo not drawn)	0%	12%
33	CC(C)NC(NC(=O)c1ccc(C(C)(C)C)cc1)C(Cl)(Cl)Cl (stereo not drawn)	3%	-6%
34	O=C(O)c1ccc(CNCCCN2CCOCC2)cc1	-9%	-7%
35	CCN(CC)S(=O)(=O)c1nnc(NC(=O)COc2ccc(C)cc2)s1	-9%	?
36	O=c1cc(-c2ccccc2)sc2nnc(-c3ccccc3F)n12	0%	-3%
37	O=C(O)CCCN1CCCC1	-11%	-3%
38	CC(=O)c1sc(Nc2ccc(C#N)cc2)nc1C	-6%	0%
39	Cc1nn(Cc2ccccc2)c(C)c1CNS(=O)(=O)c1ccc(F)cc1	-5%	-5%
40	CCOc1ccccc1NC(=O)c1nnn(CC(=O)Nc2ccc(OC)c(OC)c2)c1N	-1%	-13%
41	O=C(CCc1ncc(-c2ccccc2F)o1)Nc1ccccc1Oc1ccccc1	-4%	-8%
42	Cc1ccc(N=C2C=CC(C)(C(Cl)(Cl)Cl)C=C2)cc1C (stereo not drawn)	-1%	-14%
43	CCOC(=O)c1csc(C)c1-c1ccccc1	-12%	-5%
44	CC(C)NC(=O)c1nccnc1C(=O)O	-10%	-8%
45	COc1ccc(C2CC(=O)Nc3c2c(=O)[nH]c2ncnn32)cc1OC (stereo not drawn)	-8%	-3%
46	COc1cc(NC(=O)c2nc3ccccc3nc2N2CCCCC2)cc(OC)c1OC	-1%	-6%
47	CCOC(=O)C1CCCN(C(=O)c2ccc3c(c2)N(Cc2cccc(Cl)c2)C(=O)c2ccccc2S3(=O)=O)C1 (stereo not drawn)	3%[57.5 µM]	-4%
48	O=C(C1CCCCC1)N(Cc1cccs1)C1CC1	-15%	-15%

Further entries:
No.	smiles	UDG counter	AID inh
51	COc1ccc(CNC(=O)c2cnc3sc(N4CCCC4)nn3c2=O)cc1OC	-9%	-21%
52	Nc1oc2ccccc2c(=O)c1-c1cccc2ccccc12	-1%	-3%
53	COc1ccc(OCC(=O)Nc2cccc(C(=O)OCc3cc(=O)n4nc(C)sc4n3)c2)cc1	-8%	-12%
54	COc1ccc(C(C)=O)cc1CS(=O)(=O)Cc1ccccc1F	-3%	-3%
55	Cc1cccc(C)c1OCC(=O)NCc1ccc(Cn2cccn2)cc1	4%	5%
56	Cc1cc(C)cc(N2C(=O)CC(c3ccc(C(F)(F)F)cc3)C3=C2COC3=O)c1 (stereo not drawn)	-5%[57.5 µM]	14%
57	CCOc1cccc(CNCCNC(=O)c2nonc2N)c1	-17%	?
58	C/C(CC(C)(C)C1CCCCC1)=N\O	-7%	-4%
59	CN(C)C(=O)CNC(=O)c1ccc(C(F)(F)F)cc1	-6%	-4%
60	CS(=O)(=O)Nc1ccccc1CNC(=O)CC1CCCCC1	6%	4%
61	Cc1ccc(NC(=O)c2cnc(NCc3ccc4c(c3)OCO4)nc2C)c(C)c1	8%	2%
62	Cc1cc(C)cc(Nc2ccc([N+](=O)[O-])cn2)c1	-7%	-1%
63	COc1cc(/C=C(/C#N)C(=O)O)cc(Cl)c1OC(C)C	2%	26%
64	Cc1ccc(OCC(=O)Nc2ccc(C(=O)OCc3cc(=O)n4ccsc4n3)cc2)cc1C	-3%	3%
65	COc1ccc(-c2cn3c(n2)sc2cc(C(=O)Nc4ccc(F)cc4Cl)ccc23)cc1	2%	-17%
66	CCN(c1ccccc1C)S(=O)(=O)c1nnc(NC(=O)c2ccccc2C)s1	4%[57.5 µM]	-2%
67	CCOc1ccccc1NC(=O)Nc1cc2c(cc1N1CCCCC1)n(CC)c(=O)n2CC	5%	-9%
68	CCCCC(CC)CNC(=O)N1CCN(c2ncc(C(F)(F)F)cc2Cl)CC1 (stereo not drawn)	-11%	-15%
69	COc1cccc(C(=O)Nc2ccc3oc(-c4cccc(OC)c4)nc3c2)c1	1%	-7%
70	COCCCNC(=O)c1ccc(C)c(-n2c(C)nc3cccnc32)c1	15%	2%
71	CN(CC(=O)N(Cc1ccco1)CC(F)(F)F)C1CCCc2ccccc21 (stereo not drawn)	-8%	14%
72	Cc1nc(NC(=O)c2ccccc2)sc1-c1csc(Nc2ccccc2)n1	3%	-13%
73	CCn1c2ccccc2c2cc(CN3CCN(Cc4ccccc4Cl)CC3)ccc21	-3%	7%
74	Cc1c(Cl)cccc1NC(=O)COc1ncnc2ccc(Br)cc12	0%	3%
75	Cc1ccc2nc(COc3ccccc3NC(=O)C(C)(C)C)cc(=O)n2c1	32%[activator]	-4%
76	COc1ccc(CNC(=O)c2cc3c(s2)-c2ccccc2OC3)cc1	6%	25%
77	COc1cccc(NC(=O)c2ccc(CNS(=O)(=O)c3ccc4c(c3)C(C)(C)C(=O)N4C)cc2)c1	9%	2%
78	CCOc1ccccc1CNc1nc2nc(C)c(CC(=O)OC)c(=O)n2[nH]1	-13%	?
79	CNc1oc(-c2cc(S(=O)(=O)N(Cc3ccccc3)C(C)C)c(C)o2)nc1C#N	5%	3%
80	Cc1cnc2c(S(=O)(=O)N3CCN(C)CC3)cccc2c1	2%	-4%
81	CCCCCCOc1ccc2c(C)c(CCC(C)C)c(=O)oc2c1	-5%	-8%
82	CC(C)CCn1nc(C(=O)OCC(=O)Nc2ccc(Cl)cc2F)c2ccccc2c1=O	-6%	5%
83	O=C(NC1CCCCCC1)c1nc(Cc2c[nH]c3ccccc23)no1	-7%	3%
84	Cc1ccc(-n2c(SCC(=O)Nc3ccc(Br)cc3F)nc3c(=O)[nH]cnc32)cc1	-2%	-5%
85	CCOc1cc(C2N=C(N)Nc3nc4ccccc4n32)cc(Cl)c1O (stereo not drawn)	-2%	0%
86	CC(C)(C)C(=O)NCCCC(=O)NCc1ccco1	4%	-1%
87	O=C(NCCNc1ccc(C(F)(F)F)cn1)C1CC=CCC1 (stereo not drawn)	-8%	-11%
88	c1ccc(-c2c3c(ccc4ccccc43)[o+]c3ccc4ccccc4c23)cc1	-12%	-5%
89	Cn1c(COc2ccc(C(C)(C)C)cc2)n[nH]c1=S	6%	4%
90	CCOC(=O)C(C)NC(=O)C1CCN(c2ncnc3c2nc2n3CCCCC2)CC1 (stereo not drawn)	5%	1%
91	O=C(NCCCNC(=O)C1CC1)C1CC1	-4%	18%
92	COc1ccc2nc(NC(=O)c3nc(S(=O)(=O)Cc4cccc(C)c4)ncc3Cl)sc2c1	0%	2%

An excerpt from above in order of the AID inh value, low to high.
nr	SMILES	AID inh
84	Cc1ccc(-n2c(SCC(=O)Nc3ccc(Br)cc3F)nc3c(=O)[nH]cnc32)cc1	-5%
89	Cn1c(COc2ccc(C(C)(C)C)cc2)n[nH]c1=S	4%
82	CC(C)CCn1nc(C(=O)OCC(=O)Nc2ccc(Cl)cc2F)c2ccccc2c1=O	5%

Not all compounds are listed; rates above refer to the full screens.
